# High-throughput results (PubChem)
# LMNA splice mod = changes lamin A minigene splicing in HeLa cells. Potency, µM (highest dose often 46.1 µM), for the others: top-dose ratio change, negative = inhibition, most hits filed as inhibitors. HeLa LMNA splicing GFP/RFP minigene ratio, 48 h. AID 1487. actives 0.01% (n = 200,000); active means well fitted inhibition curve with a large enough effect in the signal ratio, with a control signal flat, not every such curve was filed as active; inconclusive means small, poorly fitted or top-dose-only effect, or effect the other way, or a change in a side signal; the % refers to the signal ratio; further: potency means the concentration at half of the fitted maximal effect; on the % scale 0 is the no-effect control and ±100 the full control effect
#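 S3 HeLa cells stably expressing lamin A-EGFP splicing minigene plus DsRed2, 600 cells/well, 48 h compound exposure at 37C. Laser-scanning cytometry; analysed as GFP (500-530 nm)/RFP (575-640 nm) total intensity ratio; 0.5% DMSO vehicle.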
# Epigenetic derep = derepresses silenced GFP reporter in murine cells. AID 1865. actives 0.2% (n = 280,000). Potency, µM (highest dose often 53.9 µM), without a hit: at the highest dose GFP activation, usual class: activators. murine LDR cells, GFP reporter derepression, 30 h; further: potency means the concentration at half of the fitted maximal effect; % of control where 0% means no effect; nearly all actives have a fitted effect of over 60% in size
#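 Murine LDR cells bearing a silenced CMV-driven GFP reporter were exposed to compound for 30 h at 37 C. After PBS washes, GFP-positive cells (20-120 um objects) counted by laser-scanning microplate cytometry.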
# NPSR antag = blocks cAMP signaling of the human neuropeptide S receptor | CHO-NPSR cells, cAMP TR-FRET, antagonist mode | Potency, µM (highest dose often 38.3 µM), for inactives: at the top dose activity change, negative = inhibition, usual class: inhibitors | actives 1% (n = 220,000) | AID 1461; further: potency means the concentration at half of the fitted maximal effect; on the % scale 0 is the no-effect control and ±100 the full control effect; nearly all actives have a fitted effect of over 50% in size; many of its hits are not listed in these tables
# CBFb-RUNX1 inh = CBF-beta/RUNX1 interaction disruption. Q01196+Q13951. AID 1477. Potency, µM (highest dose often 59.8 µM), for inactives: at the top dose activity, negative = inhibition, most hits filed as inhibitors. AlphaScreen CBFb-His/RUNX1-biotin binding, biochemical. 230,000 tested, under 10 active; further: % of control where 0% means no effect
# Target sequence (Q01196 whole entry, looked up): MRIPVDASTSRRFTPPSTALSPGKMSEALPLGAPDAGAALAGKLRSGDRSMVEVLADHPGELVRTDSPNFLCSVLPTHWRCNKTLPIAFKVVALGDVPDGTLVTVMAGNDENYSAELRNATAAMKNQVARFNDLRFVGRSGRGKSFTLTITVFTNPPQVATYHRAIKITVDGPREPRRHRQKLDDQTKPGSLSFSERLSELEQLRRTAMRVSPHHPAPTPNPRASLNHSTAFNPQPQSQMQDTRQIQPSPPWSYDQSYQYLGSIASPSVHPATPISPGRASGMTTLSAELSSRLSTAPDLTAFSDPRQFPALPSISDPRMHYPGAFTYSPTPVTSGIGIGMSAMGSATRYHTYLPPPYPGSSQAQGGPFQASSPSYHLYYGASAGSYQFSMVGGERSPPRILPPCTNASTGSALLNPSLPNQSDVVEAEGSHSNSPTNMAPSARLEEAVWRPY
# Target sequence (Q13951 whole entry, looked up): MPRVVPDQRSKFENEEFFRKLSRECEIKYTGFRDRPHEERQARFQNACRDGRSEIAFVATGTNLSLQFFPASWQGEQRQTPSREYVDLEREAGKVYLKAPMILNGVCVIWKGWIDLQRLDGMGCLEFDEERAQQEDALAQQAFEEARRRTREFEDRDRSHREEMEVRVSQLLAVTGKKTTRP
#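 AlphaScreen proximity signal reports loss of binding between His-tagged CBF-beta and biotin-labelled RUNX1, each at 30 nM. Proteins are pre-associated for 20 minutes, compounds added for 15 minutes, then beads for 90 minutes, all at ambient temperature.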
# IMPase Li inh = membrane-permeable IMPase blocker, potentiated with lithium; CHO-M1 cells, IP1 TR-FRET (IP-One), carbachol + lithium; Potency, µM (top dose mostly 59.4 µM), for the others: at the highest dose activity, negative = IMPase inhibition, usual class: inhibitors; actives 0.35% (n = 210,000); AID 1457;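 further: IP1 builds up when IMPase is blocked and the TR-FRET signal falls; potency means the concentration at half of the fitted maximal effect; plate controls were basal vehicle for no effect and high inhibitor control for full effect; nearly all actives have a fitted effect of over 50% in size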
#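 CHO cells stably expressing M1 receptor (2000/well, cultured 16–30 h) treated 30 min at 37C with compound plus low lithium. Cytosolic IP1 by TR-FRET (665/620 ratio and 620 channel) after 10 min lysis; AC50 by Hill fit.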
# aGal spleen mod = alpha-galactosidase A (human) modulation. P06280. human spleen homogenate, 4MU-alpha-Gal fluorescence, 40 min. Potency, µM (top dose mostly 80 µM), for inactives: top-dose activity change, negative = inhibition, usual class: inhibitors. actives 0.008% (n = 240,000). AID 2107;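 further: potency means the concentration at half of the fitted maximal effect; 0% = enzyme with vehicle and -100% = no enzyme basal signal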
# Target sequence (P06280 32-429 limits assumed): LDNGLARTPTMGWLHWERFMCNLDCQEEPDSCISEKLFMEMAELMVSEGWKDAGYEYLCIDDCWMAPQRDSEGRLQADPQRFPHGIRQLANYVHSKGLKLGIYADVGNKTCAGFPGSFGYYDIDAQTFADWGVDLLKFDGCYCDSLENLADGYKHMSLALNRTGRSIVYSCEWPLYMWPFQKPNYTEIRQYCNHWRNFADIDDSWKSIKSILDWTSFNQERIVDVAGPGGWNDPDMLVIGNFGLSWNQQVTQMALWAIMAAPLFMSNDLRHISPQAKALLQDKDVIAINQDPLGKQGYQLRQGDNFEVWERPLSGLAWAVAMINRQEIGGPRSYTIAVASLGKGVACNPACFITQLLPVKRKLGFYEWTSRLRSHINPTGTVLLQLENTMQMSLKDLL
#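 Inhibition or activation of alpha-galactosidase in human spleen homogenate is scored by 4-MU fluorescence after 40 min at 37C, pH 5.0, with 1 mM substrate. AC50s come from concentration-response fitted to the Hill equation.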
# KinaseGlo FLuc = Kinase-Glo luciferase inhibition (counter-screen) | Potency, µM (doses to about 38.3 µM), without a hit: at the highest dose activity change, negative = inhibition, hits mostly inhibitors | AID 1379 | actives 0.28% (n = 200,000) | Kinase-Glo luciferase, ATP luminescence, 8 min; further: potency means the concentration at half of the fitted maximal effect; on the % scale 0 is the no-effect control and ±100 the full control effect; nearly all actives have a fitted effect of over 60% in size
#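 Compounds were added to a substrate mix at pH 7.2 (50 mM imidazole, 10 uM ATP, within the enzyme's linear range), followed by Kinase-Glo detection reagent; luminescence was measured after 8 minutes at ambient temperature.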
# Numbers without * were called inactive; ? = inconclusive; . = no result given; [ ] = remark or other dose. Unless noted, the call rests on the fitted dose curve; in most records, active means well fitted curve in the direction sought with a large enough effect; inconclusive means small, poorly fitted or top-dose-only effect, or another doubt; inactive means no such curve, though single readings can be large; an effect the other way counts as inactive or inconclusive. Only part of the results is shown, so the mix of outcomes need not match the whole.
SMILES,LMNA splice mod,Epigenetic derep,NPSR antag,CBFb-RUNX1 inh,IMPase Li inh,aGal spleen mod,KinaseGlo FLuc
Clc1ss/c(=N\c2ccccn2)c1Cl,4.2%,0.9%,-8.1%[46.1 µM],-14.3%,27.8%[38.3 µM],6.2%,-0.3%
N#Cc1ccc(CN2CCCC3(CCN(C(=O)c4ccncc4)CC3)C2)cc1,.,.,.,.,13.6%,14.9%,-3.2%
COc1ccc(C2c3c(oc4ccc(Cl)cc4c3=O)C(=O)N2CCN2CCOCC2)cc1 (configuration not stated),.,-1.2%,-2.1%,-1.7%,.,8.2%,.
NC(=O)c1ccc(NC(=O)CSc2nnc(-c3ccncc3)n2Cc2ccco2)cc1,.,-3.1%,-32.1%,5.3%,.,9.2%,.
C=CCC(=O)OCCCCCCOc1ccc(C(=O)O)cc1,-15.8%,-0.9%,11.8%[46.1 µM],2.3%,-2.3%,3.0%,5.1%
O=C(Cc1ccccc1)Nc1ccc(NC(=O)c2cccc(Cl)c2)cc1,10.5%,1.1%,-1.7%[46.1 µM],1.6%,3.8%,9.0%,-0.7%
Nn1c(SCC(=O)Nc2ccc3c(c2)OCO3)nncc1=O,?,1.1%,17.6%,-29.6%,-5.7%,-8.7%,8.9%
Cn1cnnc1SCC(=O)Nc1ccc2c(c1)CCC2,2.8%,-0.8%,-1.0%[46.1 µM],1.3%,9.1%[38.3 µM],-11.6%,-1.5%
NS(=O)(=O)c1ccc(CCNC(=O)C(=O)C2C(=O)Nc3ccccc32)cc1 (configuration not stated),.,1.3%,-1.7%,1.6%,.,-0.9%,.
COc1cc(NC(=O)Nc2cccc(Cl)c2)c(OC)cc1NC(=O)CN1CCCCC1,-18.3%,5.3%,-22.4%[46.1 µM],-5.9%,27.9%[38.3 µM],-4.6%,-2.0%
CC(C)[C@H](NC(=O)OCc1ccccc1)C(=O)OCC(=O)NC1CCCCC1,4.7%,-1.0%,-15.2%[46.1 µM],0.7%,12.0%[38.3 µM],2.3%,-3.8%
O=C1CCC/C(=N/NC(=O)c2cc(NS(=O)(=O)c3cccs3)cc(NS(=O)(=O)c3cccs3)c2)C1,.,-1.1%,5.4%,-1.5%,.,4.6%,.
Cc1nc(C(=O)NNC(=O)c2ccccc2Cl)c(C(F)(F)F)o1,.,-1.3%,-39.8%,5.1%,.,0.5%,.
C=CCSC1=C(C#N)C(c2ccccc2OCC)C(C#N)C(=O)N1 (configuration not stated),6.6%,2.1%,-9.8%[46.1 µM],3.5%,-12.9%[38.3 µM],0.0%,6.2%
CCOC(=O)CCc1c(C)c(C#N)c2nc3ccccc3n2c1-n1ccnc1,0.3%,-1.6%,-10.0%[46.1 µM],4.8%,-14.3%[38.3 µM],-0.1%,-2.4%
O=C(NNC(=S)Nc1ccccc1Cl)C1CC1,-8.1%,-2.0%,11.0%,3.9%,-2.7%,3.3%,2.7%
Cc1cc(C)c(C)c(S(=O)(=O)N2CCN(CC(=O)c3c(N)n(Cc4ccccc4)c(=O)n(C)c3=O)CC2)c1C,?,-1.8%,-16.5%,-0.6%,0.2%,-7.2%,-4.1%
CCN(CC)S(=O)(=O)c1ccc(OC)c(NC(=O)C2CC(=O)N(c3ccc(C)cc3)C2)c1 (configuration not stated),16.2%[46 µM],0.0%,-25.1%,-3.0%,4.4%,1.7%,0.5%
Fc1ccc(/C=N/NC2=Nc3cccc4cccc2c34)cc1,?,11.5%,-14.3%,-19.4%,3.7%,2.5%,-4.7%
COC(=O)c1ccc(NC(=S)NC(=O)c2c(Cl)cnn2C)cc1,-1.3%,-4.3%,-46.9%,-28.3%,-4.8%,4.3%,-2.0%
O=C(O)C1CCN(S(=O)(=O)c2ccc(N3CCOCC3)c([N+](=O)[O-])c2)CC1,.,-0.9%,1.3%,2.9%,7.2%,-2.3%,-3.8%
COc1ccc(S(=O)(=O)NCC2CCCN(C(=O)c3ccco3)C2)cc1 (configuration not stated),.,-7.4%,3.8%,-9.5%,5.4%,-0.8%,0.0%
CCCCCCOc1ccc(/C(N)=N/O)cc1,?,0.7%,4.3%[46.1 µM],-12.5%,-14.1%[38.3 µM],7.9%,-4.8%
CC(C)(C)C1CCc2[nH]c3ccccc3c(=O)c2C1 (configuration not stated),?,-2.2%,-4.0%[46.1 µM],8.4%,-1.5%[38.3 µM],8.8%,?
CCN1CCCC1CNC(=O)C(=O)Nc1ccc(OC)cc1 (configuration not stated),18.6%,0.0%,2.3%[46.1 µM],-3.1%,-4.7%[38.3 µM],-7.0%,-4.3%
Cc1cnc(NC(=O)c2c(-c3ccccc3)noc2C)s1,.,0.0%,5.0%,3.7%,.,3.5%,.
Cc1ccnc(N2CCC(C(=O)Nc3ccc4c(c3)OCCO4)CC2)n1,16.5%[46 µM],0.0%,12.2%,1.6%,-0.3%,-11.2%,0.0%
Cc1ccc(C(=O)Nc2sc(Cc3ccc4c(c3)OCO4)c(C)c2C(N)=O)cc1,?,15.7%,-4.0%,4.6%[2.36 µM],-10.4%,-5.4%,2.6%
CCOC(=O)C1=C(C)NC(=O)NC1c1c(C)nn(-c2ccccc2)c1Cl (configuration not stated),-4.4%,-2.1%,-7.1%[46.1 µM],6.4%,16.4%[38.3 µM],6.3%,-0.5%
O=C(Nc1ccccc1)N1CC[C@@]2(CCCN(C(=O)c3cnccn3)C2)C1,.,.,.,.,-9.5%,6.8%,-1.4%
CCOc1ccccc1-n1nnnc1SCC(=O)Nc1cc2oc3ccccc3c2cc1OC,5.2%,0.0%,-11.6%[46.1 µM],6.4%,-1.0%[38.3 µM],5.3%,-0.8%
Cc1ccc(N)cc1CN1CCCC1=O,-3.0%,1.2%,3.6%[46.1 µM],-1.0%,34.3%[activator][38.3 µM],-0.5%,-5.0%
Cc1cccc(NC(=O)N2CCC(n3nnc4cc(C)ccc43)CC2)c1,1.9%[46 µM],0.0%,-31.3%,-3.7%,5.0%,-11.9%,-2.7%
Cc1cccc(C)c1N1C(=O)C2ON(c3ccccc3)C(c3ccncc3)C2C1=O (configuration not stated),-2.8%,-4.7%,-18.5%[46.1 µM],5.8%,10.7%,-1.9%,0.4%
O=S1(=O)N=C2CCCCCN2C(c2ccccc2)N1 (configuration not stated),.,1.3%,23.3%,-3.5%,0.7%,-1.8%,2.4%
CC(=O)c1ccc(NC(=O)c2cc(Cl)nc3ccccc23)cc1,0.3%[46 µM],-2.6%,-17.4%,8.5%,3.7%,-1.8%,-1.4%
COC(=O)Nc1ccc(S(=O)(=O)N2CCCc3cccc(O)c32)cc1,-4.3%[46 µM],-4.5%,46.5%,-14.0%,18.0%,3.6%,-1.0%
CSc1ccccc1NC(=O)c1cc(C)on1,5.7%,4.8%,-14.5%[46.1 µM],0.5%,21.2%[38.3 µM],-6.5%,-2.5%
CC(C)CNC(=O)COC(=O)CNC(=O)c1cc(Cl)cc([N+](=O)[O-])c1,-8.7%,0.0%,17.7%,-4.5%,-3.6%,0.1%,-1.2%
O=C(Cn1c(=O)n(CCCC(=O)NC2CCCC2)c(=O)c2ccccc21)NCCC1=CCCCC1,8.0%,0.0%,8.6%[46.1 µM],7.4%,15.4%[38.3 µM],0.9%,-3.7%

# 3 compounds from above, arranged by molecular weight, largest number first:
SMILES,LMNA splice mod,Epigenetic derep,NPSR antag,CBFb-RUNX1 inh,IMPase Li inh,aGal spleen mod,KinaseGlo FLuc
CCN1CCCC1CNC(=O)C(=O)Nc1ccc(OC)cc1 (configuration not stated),18.6%,0.0%,2.3%[46.1 µM],-3.1%,-4.7%[38.3 µM],-7.0%,-4.3%
CC(C)(C)C1CCc2[nH]c3ccccc3c(=O)c2C1 (configuration not stated),?,-2.2%,-4.0%[46.1 µM],8.4%,-1.5%[38.3 µM],8.8%,?
Cc1ccc(N)cc1CN1CCCC1=O,-3.0%,1.2%,3.6%[46.1 µM],-1.0%,34.3%[activator][38.3 µM],-0.5%,-5.0%

# (listing goes on)
SMILES,LMNA splice mod,Epigenetic derep,NPSR antag,CBFb-RUNX1 inh,IMPase Li inh,aGal spleen mod,KinaseGlo FLuc
CN(C)CCCNc1oc(-c2ccc(Cl)cc2)nc1C#N,-14.6%,-0.9%,9.2%[46.1 µM],-0.2%,-8.4%,-4.3%,-0.8%
CCOc1cc(/C=N\NC(=O)C2C(=O)NCC2c2ccccc2)ccc1OC (configuration not stated),7.5%,0.0%,15.2%,0.4%,8.4%,-8.9%,2.0%
O=C(OCC(=O)N1CCCC1)c1ccc(OC(F)(F)F)cc1,.,-3.5%,14.3%,-13.5%,-10.1%,2.2%,-2.3%
Cc1cc(C)n(/N=C/c2ccco2)c(=O)c1C#N,13.8%,-2.7%,13.9%,-13.3%,1.8%,-21.9%,1.1%
Cc1nc2ccc(S(=O)(=O)NC(C(=O)N3CCCC3)C(C)C)cc2s1 (configuration not stated),-7.3%,-1.0%,1.9%[46.1 µM],0.8%,1.5%,5.7%,0.0%
CC(=O)SC1CC2=CC(=O)CC[C@]2(C)C2CC[C@@]3(C)[C@@H](CC[C@@]34CCC(=O)O4)C12 (some centres not stated),?,-0.1%,?,5.6%,-9.3%,-0.6%,-4.1%
CC(C)(C)Nc1nc(N2CCCC2)nc(N2CCCC2)n1,?,-2.0%,-17.5%[46.1 µM],-0.8%,-3.6%[38.3 µM],-7.0%,-4.2%
CCCCNS(=O)(=O)c1ccc(OC)cc1,4.8%,0.3%,11.4%[46.1 µM],4.3%,5.7%[38.3 µM],-0.1%,-8.3%
CC(=O)Nc1ccc(S(=O)(=O)n2nc(-c3ccc(C)cc3)nc2N)cc1,?,2.0%,-7.2%[46.1 µM],2.0%,-4.0%[38.3 µM],4.1%,3.3%
Cc1ccnc2nc(C(=O)Nc3ccc(S(=O)(=O)N4CCCC4)cc3)nn12,.,?,7.0%,?,.,1.4%,.
CCOc1cccc(CNCc2ccc(C(=O)O)cc2)c1,.,4.8%,18.2%,-11.0%,-9.1%,-3.4%,-1.8%
Oc1ccc(N=C/C=C/c2cccc(Br)c2)cc1-c1nc2ccccc2s1,?,-1.1%,1.4%,?,1.5%,-5.0%,-0.7%
COc1cccc(N(C(=O)Cn2nnc(-c3cccs3)n2)C(C(=O)NC2CCCCC2)c2ccncc2)c1 (configuration not stated),3.1%,0.0%,-7.3%[46.1 µM],-0.4%,-8.4%[38.3 µM],-2.4%,4.0%
